Bioassay records as filed in PubChem.
FAS-TE inh – FAS thioesterase domain inhibitors, primary screen, biochemical, fluorescence intensity, uHTS; AID 602261, 2012; Fatty acid synthase (Homo sapiens), P49327; 360,000 compounds, 0.67% hits; recombinant FAS-TE, OMFH fluorogenic substrate, fluorescence endpoint; inhibition, % at 15 µM;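 active = compounds whose normalised, plate-corrected inhibition of enzyme fluorescence in the single-dose primary screen is 50% or more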;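 note: 0% = DMSO with enzyme and 100% = substrate without enzyme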
Rin1-Abl PPI inh – inhibitors of Rin1-Abl protein binding, primary screen, biochemical, TR-FRET. Tyrosine-protein kinase ABL1 (Homo sapiens) + Ras and Rab interactor 1 (Homo sapiens), …. inhibition, % at 7.35 µM. 360,000 compounds, 0.4% hits; in the data active = inhibition above about 5%, passing the limit was not always enough
Target sequence (P00519 whole entry, looked up): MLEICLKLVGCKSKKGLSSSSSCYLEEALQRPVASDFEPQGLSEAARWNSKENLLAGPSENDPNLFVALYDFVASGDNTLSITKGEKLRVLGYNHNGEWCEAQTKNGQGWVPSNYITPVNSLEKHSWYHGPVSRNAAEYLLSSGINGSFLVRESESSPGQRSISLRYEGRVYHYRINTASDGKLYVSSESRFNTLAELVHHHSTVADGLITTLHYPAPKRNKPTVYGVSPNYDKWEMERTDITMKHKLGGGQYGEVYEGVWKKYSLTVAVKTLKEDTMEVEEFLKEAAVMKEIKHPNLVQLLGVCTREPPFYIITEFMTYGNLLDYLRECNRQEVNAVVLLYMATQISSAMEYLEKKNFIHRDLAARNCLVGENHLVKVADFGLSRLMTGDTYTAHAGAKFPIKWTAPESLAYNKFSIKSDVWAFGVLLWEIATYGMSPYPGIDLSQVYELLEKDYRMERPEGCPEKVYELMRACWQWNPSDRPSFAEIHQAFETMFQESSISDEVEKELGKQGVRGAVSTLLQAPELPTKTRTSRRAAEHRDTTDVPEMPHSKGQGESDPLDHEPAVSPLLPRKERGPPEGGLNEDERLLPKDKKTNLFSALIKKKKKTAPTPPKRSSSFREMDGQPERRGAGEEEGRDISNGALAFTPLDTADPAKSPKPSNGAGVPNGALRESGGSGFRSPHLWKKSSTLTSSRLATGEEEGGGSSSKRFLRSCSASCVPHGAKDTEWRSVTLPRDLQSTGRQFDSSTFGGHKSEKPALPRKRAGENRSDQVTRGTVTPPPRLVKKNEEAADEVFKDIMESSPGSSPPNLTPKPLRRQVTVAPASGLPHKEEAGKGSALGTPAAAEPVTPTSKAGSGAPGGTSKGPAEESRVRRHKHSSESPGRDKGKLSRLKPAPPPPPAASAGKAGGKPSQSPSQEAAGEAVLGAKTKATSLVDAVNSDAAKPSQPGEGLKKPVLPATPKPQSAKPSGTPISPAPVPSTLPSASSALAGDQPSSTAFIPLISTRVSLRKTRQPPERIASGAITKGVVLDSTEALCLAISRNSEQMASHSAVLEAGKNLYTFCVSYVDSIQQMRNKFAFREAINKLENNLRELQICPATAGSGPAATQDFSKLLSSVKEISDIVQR
Target sequence (Q13671 whole entry, looked up): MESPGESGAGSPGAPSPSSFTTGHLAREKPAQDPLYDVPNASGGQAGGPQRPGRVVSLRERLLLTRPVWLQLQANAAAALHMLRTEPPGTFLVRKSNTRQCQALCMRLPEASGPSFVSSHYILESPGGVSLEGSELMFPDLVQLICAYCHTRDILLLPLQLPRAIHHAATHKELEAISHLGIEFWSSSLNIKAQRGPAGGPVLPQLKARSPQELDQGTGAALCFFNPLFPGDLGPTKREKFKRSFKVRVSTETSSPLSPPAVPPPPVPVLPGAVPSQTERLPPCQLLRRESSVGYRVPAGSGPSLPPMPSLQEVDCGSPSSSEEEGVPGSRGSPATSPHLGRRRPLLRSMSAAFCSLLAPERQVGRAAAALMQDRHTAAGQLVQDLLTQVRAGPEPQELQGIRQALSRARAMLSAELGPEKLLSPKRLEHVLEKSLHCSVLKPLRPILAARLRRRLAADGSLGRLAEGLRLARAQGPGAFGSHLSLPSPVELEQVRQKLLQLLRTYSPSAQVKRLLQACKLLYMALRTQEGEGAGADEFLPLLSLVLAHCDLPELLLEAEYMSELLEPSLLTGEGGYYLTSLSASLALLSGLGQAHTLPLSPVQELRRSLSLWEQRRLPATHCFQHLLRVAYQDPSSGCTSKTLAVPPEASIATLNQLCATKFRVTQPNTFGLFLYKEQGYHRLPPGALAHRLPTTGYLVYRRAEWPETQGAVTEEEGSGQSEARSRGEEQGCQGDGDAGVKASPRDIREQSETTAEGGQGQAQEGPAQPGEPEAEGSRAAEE
Neddyl block – inhibitors of cullin neddylation, primary screen, biochemical, TR-FRET, uHTS, NAE and Ubc12. NEDD8-conjugating enzyme Ubc12 (Homo sapiens) + NEDD8-activating enzyme E1 regulatory …. calls only at 25 µM. 360,000 compounds, 0.58% hits. AID 651699, 2012; in the data active = inhibition above about 36%
PABP1 MLLE inh – inhibitors of PABP1 MLLE–PAM2 peptide binding, primary screen, biochemical, fluorescence polarization, FITC-PAM2, GST-MLLE | Polyadenylate-binding protein 1 (Homo sapiens), P11940 | inhibition, % at 20 µM | 360,000 compounds, 0.36% hits; in the data active = inhibition above about 35%, passing the limit was not always enough;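 note: plate controls were DMSO wells with GST-MLLE for no effect and wells lacking GST-MLLE protein for full effect; some results filed as inactive read as strong as hits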
CSN inh – inhibitors of CSN-mediated cullin deneddylation, primary screen, biochemical, fluorescence polarization, uHTS; Purified CSN, SCF-Nedd8-OG deneddylation; inhibition, % at 12.5 µM; 360,000 compounds, 0.38% hits; AID 651999, 2013;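 active = pattern-corrected inhibition above about 35%, with an unprinted fluorescence ratio check between 0.5 and 1.5, limit read from the data, passing the limit was not always enough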;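 note: 0% = enzyme with substrate and 100% = substrate without enzyme; some results filed as inactive read as strong as hits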
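Test system: purified human Csn5 enzyme expressed in HEK293T cells. Amount: 0.24 nM enzyme. Reagent: SCFSkp2-Nedd8OG substrate at 10 nM final. Schedule: 90 min incubation of compound, enzyme and substrate at room temperature. Detection: fluorescence polarization. Read-out: % inhibition of substrate cleavage by Csn5.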
Rpn11 inh – Rpn11 (PSMD14) deubiquitinase inhibitors, primary screen, biochemical, fluorescence polarization, uHTS. 26S proteasome non-ATPase regulatory subunit 14 (Homo sapiens), O00487. human 26S proteasome, Ub4-pepOG fluorescence polarization; 20S core pre-blocked with epoxomicin. calls only at 20 µM. 360,000 compounds, 0.59% hits;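 active = inhibition at 20 µM, scaled to each plate's controls, above about 33%, limit read from the data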
MT1-MMP act inh – blockers of MT1-MMP proenzyme processing, primary screen, HT1080 RFP-PRO-GFP cells, GFP/RFP fluorescence. Matrix metalloproteinase-14 (Homo sapiens), P50281. GFP/RFP ratio fluorescence, overnight; percent of plate control window, DMSO zero. GFP/RFP ratio change, % at 20 µM. 360,000 compounds, 0.061% hits;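 active = GFP/RFP ratio change of at least 30% with cell ATP level not reduced by more than half and red fluorescence within 50% of control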; note: strong numbers were not always called active
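Material – HT1080 RFP-PRO-GFP cells · Control set – DMSO wells and RFP-L50D-GFP cells · Incubation – overnight cell settling, then overnight compound exposure, 37 °C, 5% CO2 · Compound dosing – single-point 20 µM compound, 1% DMSO · Read-out – GFP/RFP fluorescence ratio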
SKN-1 inh – suppressors of acrylamide-induced Pgst-4::GFP reporter in worms, primary screen, SKN-1 inhibitor project, whole organism, uHTS, GFP/RFP fluorescence ratio, strain VP596. C. elegans VP596 Pgst-4::GFP/RFP ratio, 24 h. inhibition, % at 21.8 µM. 360,000 compounds, 0.49% hits;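 active = interference check ratio from 0.5 to 1.5 plus GFP to RFP signal ratio inhibition reaching or exceeding a fixed threshold, cut at about 30% in these data, passing the limit was not always enough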; note: some compounds called inactive have numbers as strong as hits
NadD block – inhibitors of S. aureus NadD, primary screen, biochemical, colorimetric, uHTS. Nicotinate-nucleotide adenylyltransferase NadD (Staphylococcus aureus N315). purified NadD enzyme, colorimetric absorbance read-out. inhibition, % at 20 µM. 360,000 compounds, 0.78% hits. AID 602399, 2012; in the data active = inhibition above about 26%; note: some compounds past the cut are filed as inactive
* = called active by the depositor; i = inactive; nt = no result given; & = joins results of further samples.

SMILES	FAS-TE inh	Rin1-Abl PPI inh	Neddyl block	PABP1 MLLE inh	CSN inh	Rpn11 inh	MT1-MMP act inh	SKN-1 inh	NadD block
COc1ccc(N2CC(NC(=O)c3cccc4ccccc34)CC2=O)cc1OC (stereo not given)	-2	0	i	-8	-4	i	1	25	0
O=C(C(c1ccccc1)C(O)c1ccccc1)N1CCOCC1 (stereo not given)	-10	1	i	-5	5	i	2	5	-3
Cc1cc(C)c(C(=O)O)c(CC(C)(C)C(=O)O)c1	-2	3	i	8	2	i	-11	2	0
CCOc1ncccc1C(=O)Nc1ccc(F)c(Cl)c1	-4	-3	i	-2	0	i	0	-14	-2
O=C(/C=C/c1ccccc1)Nn1cnnc1	-8	2	i	4	1	i	1	35*	-2
CN(C)CCN(C(=O)c1ccc2c(c1)CCCC2)c1nc2cc3c(cc2s1)OCCO3	25	0	i	3	2	i	3	7	13
O=C(CCCOc1ccccc1)N1CCCCC1	-3	-4	i	0	4	i	-1	4	0
COc1ccc(Cl)cc1C(=O)NCC(c1ccco1)N(C)C (stereo not given)	-2	4	i	-4	3	i	1	12	-2
Cc1ccc(C(=O)Nc2nc3ccccc3c(=O)s2)cc1	-4	-97	i	46*	-3	i	3	3	3
CNc1nc2ccccc2n(C)c1=O	-5	3	i	5	-7	i	-3	8	0
CSc1ccccc1OCc1cc(C(=O)NCCc2ccco2)no1	11	4	i	-3	4	i	-4	0	-4
O=C(O)CCCN1C(=O)/C(=C/C=C/c2ccco2)SC1=S	2	5	i	6	40*	nt	4	20	1
Cc1c(NC(=O)C(C#N)=C2CCCCC2)c(=O)n(-c2ccccc2)n1C	-8	-3	i	3	-1	i	2	7	3
CC(=O)NC(c1ccccc1)c1nc(-c2cccs2)cs1 (stereo not given)	0	1	i	-3	-5	i	-3	2	0
COc1ccc(OCC(O)CN2CC(C)OC(C)C2)cc1 (stereo not given)	-4	1	i	-11	-2	i	4	-7	-3
O=C(Nc1ccccc1)c1cc([N+](=O)[O-])ccc1NCc1cccnc1	38	-2	i	-9	-1	i	3	-1	2
CCOc1ccc(C(F)(F)F)cc1NC(=O)COc1ccc(C(F)(F)F)cc1[N+](=O)[O-]	-8	-5	i	2	-1	i	5	-36	1
COc1ccc(CCNC(=O)C2CCN(S(=O)(=O)c3ccc(OC)cc3)CC2)cc1	5	1	i	-6	5	i	-3	15	4
COc1ccc(C(CNC(=O)c2cc3ccccc3cc2OC)N2CCCC2)cc1 (stereo not given)	5	-3	i	-18	8	i	-5	5	6
O=S(=O)(Nc1ccc(-n2cnnn2)cc1)c1cccc(Cl)c1	-3	-3	i	2	-1	i	2	24	-2
Cc1cc(C)n(Cc2ccc(F)cc2)c(=O)c1C#N	3	-3	i	-2	4	i	-5	10	3
CCC(=O)Nc1c2c(nn1-c1ccccc1C)CSC2	-10	-4	i	25	4	i	-2	0	-1
CC1(C)c2[nH]c3ccccc3c2C[C@@H]2C(=O)N(c3cc(F)ccc3F)C(=O)N21	14	0	i	-9	-1	i	1	10	-2
NC(=S)NN=C(Cc1ccccc1)Cc1ccccc1	4	1	i	-5	-3	i	-21	17	12
CC(OC(=O)CNC(=O)C12CC3CC(CC(C3)C1)C2)C(=O)Nc1ncc(Cl)cc1Cl (stereo not given)	1	0	i	15	4	i	-2	5	-5

Compound profiles, from the list above. Screens in order: FAS-TE inh	Rin1-Abl PPI inh	Neddyl block	PABP1 MLLE inh	CSN inh	Rpn11 inh	MT1-MMP act inh	SKN-1 inh	NadD block
Cc1cc(C)c(C(=O)O)c(CC(C)(C)C(=O)O)c1 is listed as -2	3	i	8	2	i	-11	2	0
COc1ccc(C(CNC(=O)c2cc3ccccc3cc2OC)N2CCCC2)cc1 (stereo not given) is listed as 5	-3	i	-18	8	i	-5	5	6
O=S(=O)(Nc1ccc(-n2cnnn2)cc1)c1cccc(Cl)c1 is listed as -3	-3	i	2	-1	i	2	24	-2

Carrying on.
SMILES	FAS-TE inh	Rin1-Abl PPI inh	Neddyl block	PABP1 MLLE inh	CSN inh	Rpn11 inh	MT1-MMP act inh	SKN-1 inh	NadD block
COc1ccc(C(=O)N(Cc2ccc(N(C)C)cc2)C2CCS(=O)(=O)C2)cc1 (stereo not given)	1	1	i	15	-6	i	3	23	2
Cc1ccc[n+](C(C)C(=O)Nc2ccc([N+](=O)[O-])cc2C)c1 (stereo not given)	-5	-5	i	-5	-2	i	4	4	-5
COCCN(C(=O)COC(=O)COc1ccc(Cl)c(C)c1)c1c(N)n(Cc2ccccc2)c(=O)[nH]c1=O	-4	1	i	-25	2	i	-2	14	6
CCCSc1oc(-c2ccco2)nc1S(=O)(=O)c1ccccc1	16	1	i	-32	4	i	-3	14	-1
OCCNC(=S)NC1CCCCC1	-4	-3	i	9	0	i	12	-20	3
CCn1c2ccccc2c2cc(NC(=S)N3CCOCC3)ccc21	3	0	i	-114	-1	i	-6	7	-3
c1ccc2c(c1)nc1n2CCN1	-7	2	i	-8	-7	i	2	1	-3
Cc1nnc(SCC(=O)Nc2cc(-c3cc(C)c(C)cc3C)nn2-c2ccccc2)s1	20	-4	i	-7	2	i	-2	-2	3
N/C(=N\c1nc2ccccc2o1)NC(=O)c1ccc([N+](=O)[O-])cc1	-3	-2	i	3	-2	i	3	7	7
CN(C)CCCN1c2ccccc2Sc2ccc3ccccc3c21	-4	-2	i	0	-1	i	-10	-3	4
C[C@H](O)[C@@H]1C(=O)N2CCc3ccc(-c4ccccc4)cc3[C@@H]2C[C@@H]1N(C)C(=S)Nc1ccc(F)cc1	25	0	i	-92	-1	i	5	4	-5
Cn1c(N/N=C/c2cccs2)cc(=O)n(C)c1=O	-2	2	i	-2	0	i	-2	-18	-3
COCCN1C(=O)C(=O)/C(=C(/O)c2ccc(S(=O)(=O)N3CCCCC3)cc2)C1c1ccc(OC)c(OC)c1 (stereo not given)	-3	-1	i	-3	-7	i	0	21	4
O=C1C(=Cc2ccccn2)CCc2ccccc21	-4	1	i	2	2	i	1	39*	-6
COc1ccc(C(=O)NC(=S)Nc2cccnc2)cc1[N+](=O)[O-]	-12	-4	i	35	-1	i	-1	5	-2
Fc1ccccc1-c1csc(-c2cccnc2)n1	2	-1	i	4	3	i	nt	25	-5
CCOC(=O)N1CCC(NC(=O)c2sc3nc4n(c(=O)c3c2C)CCCC4)CC1	-3	-1	i	8	2	i	6	-4	-3
O=C(CSc1nnc(Nc2ccccc2)s1)NCCN1C(=O)CSC1=O	-12	0	i	-13	-5	i	nt	19	-4
CCN(CC)c1ccc(C2C(C(=O)OCCOC(C)C)=C(C)NC3=C2C(=O)CCC3)cc1 (stereo not given)	2	-4	i	5	-4	i	-12	1	4
COc1cc(/C=C(\C(=O)O)c2ccc(S(=O)(=O)N3CCCC3)s2)cc(OC)c1	-3	3	i	11	8	i	1	8	-5
CC(=O)Nc1ccc(S(=O)(=O)Nc2ccc(C)c([N+](=O)[O-])c2)cc1	5	2	i	-20	0	i	4	-5	-6
Cc1ccccc1C(O)c1ccncc1 (stereo not given)	-10	-2	i	4	3	i	-4	13	-1
Cc1cccc(-n2nc3c(c2NC(=O)CCCl)CSC3)c1	-5	0	i	18	3	i	0	-2	9
Cn1ncc(Cl)c1C(=O)Nc1cccnc1	-5	1	i	-1	3	i	-3	-1	-2
CC(=O)c1ccc(NC(=O)NNS(=O)(=O)c2ccc([N+](=O)[O-])cc2)cc1	14	-2	i	13	-1	i	-3	19	-2

(cont.)
SMILES	FAS-TE inh	Rin1-Abl PPI inh	Neddyl block	PABP1 MLLE inh	CSN inh	Rpn11 inh	MT1-MMP act inh	SKN-1 inh	NadD block
CCc1cc(C(=O)N2CCCC(CCC(=O)N3CCN(c4ccccn4)CC3)C2)no1 (stereo not given)	-4	0	i	-9	0	i	1	6	-1
Cc1c(NC(=O)CN2CC(C)OC(C)C2)c(=O)n(-c2ccccc2)n1C (stereo not given)	-5&-2	1&5	i	-11&-6	5&-1	i	-1&-2	4&-8	1&-6
CC(=O)Nc1ccc(NC(=O)COc2cc(C)cc3oc(=O)cc(C)c23)cc1	-5	-2	i	6	0	i	1	2	0
O=S(=O)(Nc1ccc(-c2cnco2)cc1)c1ccccc1	-1	1	i	-14	0	i	0	-5	2
Cc1cc(C)c(S(=O)(=O)N2CCCCC2)c(C)c1N(C)S(=O)(=O)c1ccc(Cl)cc1	33	-1	i	1	2	i	-13	-5	-2
CCOc1ccccc1CN1CCNC(=O)C1CC(=O)NCc1ccccn1 (stereo not given)	-6	0	i	19	-5	i	1	-11	-5
COC(=O)c1cc(C(=O)OCC(=O)c2ccc3c(c2)NC(=O)CO3)cc([N+](=O)[O-])c1	57*	0	i	1	70*	i	-3	-2	6
O=C(NCCN1CCCCCC1)C1CCN(S(=O)(=O)N2CCOCC2)CC1	-3	3	i	-8	-9	i	2	-3	-4
C[C@H](CO)N1C[C@H](C)[C@H](CN(C)C)Oc2ccc(NS(=O)(=O)c3ccc(F)cc3)cc2CC1=O	-3	0	i	7	0	i	-2	-6	-12
C[C@@H]1CN([C@@H](C)CO)C(=O)CCCn2nncc2CO[C@@H]1CN(C)S(=O)(=O)c1cn(C)cn1	-12	0	i	12	-3	i	1	-18	4
CCc1nc(N)nc2c1C(=O)CC(C)(C)C2	-9	3	i	-3	4	i	-1	-7	-1
Cc1nc(CS(=O)(=O)c2ccccc2)cc(N2CCOCC2)n1	-2	0	i	-1	1	i	-2	11	-2
CCc1ccc(-c2nc(CS(=O)CC(=O)NCc3ccc4c(c3)OCO4)c(C)o2)cc1 (stereo not given)	1	1	i	2	4	i	-4	-9	-2
CCOC(=O)CN(C(=O)CSc1nnc(COc2ccc(OC)cc2)n1CC)c1ccccc1	2	1	i	-9	1	i	8	3	-6
O=c1cc(C(F)(F)F)c2sc(N3CCCCC3)nc2[nH]1	-2	-2	nt	-1	-2	i	4	19	-4
CC(=O)c1sccc1NC(=O)CC(C)(C)CC(=O)O	-6	-4	i	8	3	i	3	-8	-2
CN(C)NC(=S)Nc1ccc(S(=O)(=O)N2CCCCC2)cc1	-4	1	i	2	2	i	4	7	5
N#CCCN(C(=O)COC(=O)c1cccc(S(=O)(=O)Nc2ccc([N+](=O)[O-])cc2)c1)c1ccccc1	0	-3	i	-15	-5	i	3	-5	-3
CCOC(=O)C1CCN(C(=O)c2ccc3c(SCC(=O)O)c4c(nc3c2)CCCC4)CC1	4	-6	i	-2	-4	i	-1	12	3
O=C1CC(N2CCN(S(=O)(=O)c3ccc(Cl)cc3)CC2)C(=O)N1CCc1ccccc1 (stereo not given)	19	-2	i	3	-3	i	0	-1	-6
CCc1noc(C)c1C(=O)N(C)CC(=O)Nc1ccc(Br)cc1C	0	1	i	-8	2	i	1	-9	-5

An unsorted share of the library; overall some 3.9% were active at least once.
